Source: PubChem (National Center for Advancing Translational Sciences (NCATS))
Sm TGR inh: blocks Schistosoma mansoni thioredoxin glutathione reductase; Q962Y6; purified TGR, DTNB reduction, TNB absorbance 405 nm; Potency, µM (series often up to 114 µM), without a hit: at the highest dose activity change, negative = inhibition, hits mostly inhibitors; actives 3% (n = 360,000); also: potency is read from the fitted curve at half-maximal effect; % is scaled to controls: 0 for no effect and ±100 for the full control effect; nearly all actives have a fitted effect of over 60% in size
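First, TGR (20 nM dispensed) and NADPH were mixed with compound. Second, a 15 min room-temperature incubation followed. Third, further NADPH and then DTNB were added to start the reaction. Finally, TNB absorbance was monitored kinetically.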
FBPA Giardia inh: blocks Giardia fructose-bisphosphate aldolase activity; purified Giardia FBPA; actives 0.71% (n = 290,000); Potency, µM (titrated, usually from 59.6 µM), for inactives: top-dose activity, negative = inhibition, hits mostly inhibitors; also: potency is read from the fitted curve at half-maximal effect; % is scaled to controls: 0 for no effect and ±100 for the full control effect; nearly all actives have a fitted effect of over 55% in size
Target sequence (A8B2U2 whole entry, looked up): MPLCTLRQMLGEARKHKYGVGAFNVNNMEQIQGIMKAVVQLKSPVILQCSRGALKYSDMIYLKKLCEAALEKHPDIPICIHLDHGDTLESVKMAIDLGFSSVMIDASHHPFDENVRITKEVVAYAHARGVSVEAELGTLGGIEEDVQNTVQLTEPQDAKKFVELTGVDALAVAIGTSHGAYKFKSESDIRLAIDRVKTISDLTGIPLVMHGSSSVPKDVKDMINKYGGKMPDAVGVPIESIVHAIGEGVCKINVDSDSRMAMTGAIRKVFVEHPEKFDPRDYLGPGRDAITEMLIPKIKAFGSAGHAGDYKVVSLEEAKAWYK
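40 nM FBPA preincubated 10 min at RT with compound (up to 57.5 uM final), then substrate plus GAPDH/TPI/NAD/arsenate coupling and diaphorase/resazurin added. Fluorescence read after 20 min at RT, 525/598 nm.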
Pf growth 96h: P. falciparum growth inhibition at 96 hours; actives 6.9% (n = 320,000); Potency, µM (titrated, usually from 28.7 µM), for inactives: top-dose activity change, negative = inhibition, actives largely listed as inhibitors; P. falciparum luciferase reporter growth, 96 h; also: potency is read from the fitted curve at half-maximal effect; % is scaled to controls: 0 for no effect and ±100 for the full control effect
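Readout is luminescence from an integrated firefly luciferase in P. falciparum. Red cells, 2% hematocrit and 0.05% parasitemia final, were cultured with compound through two parasite generations (96 hours) at 37 C, 5% CO2.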
Cycloheximide cs: counter-screen for Shiga toxin inhibitors: cycloheximide protein synthesis inhibition | cell reporter, cycloheximide protein synthesis inhibition counterscreen | max response, % | actives 12% (n = 300,000) | AID 2314; in the data active = max response mostly above about 13%, no sharp cut-off; inactive = mostly below about 14%; also: read at 38.3 µM for the half of the compounds with a filed dose; 0% is about no effect
Pf growth 48h: P. falciparum growth inhibition at 48 hours (one generation); actives 5.9% (n = 310,000); Potency, µM (top dose mostly 28.7 µM), for inactives: at the highest dose activity change, negative = inhibition, most hits filed as inhibitors; P. falciparum luciferase growth in erythrocytes, 48 h; also: potency is read from the fitted curve at half-maximal effect; % is scaled to controls: 0 for no effect and ±100 for the full control effect
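Growth was read as firefly luciferase luminescence after a 48 h, 37 C, 5% CO2 exposure of compounds to reporter-bearing P. falciparum cultures (0.1% parasitemia, 2% hematocrit final) in Albumax-supplemented RPMI 1640.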
Shiga inhibitor: blocks Shiga toxin action in Vero cells | Vero cells, Shiga toxin protein synthesis inhibition reporter | inhibition, % at 38.7 µM | actives 9.2% (n = 290,000); in the data active = inhibition mostly above about 28%, no sharp cut-off; inactive = mostly below about 43%; also: 0% is about no effect
* hit, by the source's call; ? = inconclusive; . = no result given; [ ] = dose if it differs, or a comment. Unless noted, calls follow the shape of the dose curve; as a rule, active = well fitted curve in the direction sought with a large enough effect; inconclusive = small, poorly fitted or top-dose-only effect, or another doubt; inactive = no such curve, though single readings can be large; an effect the other way counts as inactive or inconclusive. An unsorted share of the library, and some 24% of all compounds hit somewhere here.

The first two entries, to show the layout:
cpd	Compound	Sm TGR inh	FBPA Giardia inh	Pf growth 96h
1	Cc1cc(N2CCN(C(=O)OC(C)(C)C)CC2)n2ncnc2n1	17%	-1%	.
2	COc1ccc(NS(=O)(=O)c2cccc(NC(=O)CNC(C)=O)c2)cc1	2%	1%	-2%

cpd	Cycloheximide cs	Pf growth 48h	Shiga inhibitor
1	-4	3%	-17
2	-2	6%	21

The listing (from the top)
cpd	Compound	Sm TGR inh	FBPA Giardia inh	Pf growth 96h
1	Cc1cc(N2CCN(C(=O)OC(C)(C)C)CC2)n2ncnc2n1	17%	-1%	.
2	COc1ccc(NS(=O)(=O)c2cccc(NC(=O)CNC(C)=O)c2)cc1	2%	1%	-2%
3	O=C(N/N=C/c1ccc(O)cc1O)NC12CC3CC(CC(C3)C1)C2	6%	7%	-28%
4	Cc1cnc(C(=O)OCC(=O)NC2CCCC(C)C2C)cn1 (stereo unspecified)	5%	2%	57%[activator]
5	COc1ccc2nc(NC3=NCCC3)sc2c1	12%	1%	.
6	CN(C)NC(=S)Nc1cccc(Cl)c1	5%	-22%	-16%
7	O=C(O)CCC1(c2ccccc2)NC(=O)NC1=O (stereo unspecified)	16%	2%	-2%
8	COC(=O)c1ccc2[nH]c(C(C)(C)O)c(C)c2c1	4%	2%	74%[activator]
9	COc1cc(NC(=O)CSc2ccccc2)c(C(=O)O)cc1OC	-11%	14%	2%
10	COc1cc(OC)cc(-c2cc3nc(C4CCN(C(=O)OC(C)(C)C)CC4)cc(=O)n3[nH]2)c1	2%	7%	1.7µM*
11	O=C(c1ccncc1)N1C2C=CC(C2)C1(C(F)(F)F)C(F)(F)F (stereo unspecified)	-8%	4%	?
12	COc1ccc(CCC(C)NCC(C)c2ccccc2)cc1 (stereo unspecified)	0%	1%	?
13	CON(C)C(=O)Nc1ccc(Br)cc1	.	4%	.
14	Cc1cc(NCc2ccccn2)nc2ccccc12	-4%	-1%	?
15	CC(=O)Nc1cccc(NC(=O)CCn2c(=O)sc3ccccc32)c1	-4%	4%	76%[activator]

cpd	Cycloheximide cs	Pf growth 48h	Shiga inhibitor
1	-4	3%	-17
2	-2	6%	21
3	24*	?	33*
4	-1	-6%	-10
5	53*	140%[activator]	153*
6	-1	?	12
7	1	23%	-2
8	23*	93%[activator]	40*
9	-5	3%	-5
10	7	.	1
11	4	-23%	9
12	-2	8%	-5
13	27	.	10
14	21*	.	7
15	-3	25%	-4

Single records, as listed above. Order of values: Sm TGR inh	FBPA Giardia inh	Pf growth 96h	Cycloheximide cs	Pf growth 48h	Shiga inhibitor
Cc1cc(NCc2ccccn2)nc2ccccc12 is listed with -4%	-1%	?	21*	.	7
O=C(O)CCC1(c2ccccc2)NC(=O)NC1=O (stereo unspecified) is listed with 16%	2%	-2%	1	23%	-2
CC(=O)Nc1cccc(NC(=O)CCn2c(=O)sc3ccccc32)c1 is listed with -4%	4%	76%[activator]	-3	25%	-4
COc1ccc2nc(NC3=NCCC3)sc2c1 is listed with 12%	1%	.	53*	140%[activator]	153*

Other compounds follow.
cpd	Compound	Sm TGR inh	FBPA Giardia inh	Pf growth 96h
16	Cc1cc(OC(=O)c2ccc(Cl)cc2Cl)c([N+](=O)[O-])c(=O)[nH]1	-21%	-6%	45%[activator]
17	Cc1c(NS(=O)(=O)c2ccc3c(c2)n(C)c(=O)n3C)c(=O)n(-c2ccccc2)n1C	2%	1%	.
18	O=C(O)c1ccccc1C(=O)NCc1ccc2c(c1)OCO2	-7%	9%	61%[activator]
19	CC#C[C@]1(O)CC[C@H]2C3C=C(C)C4=CC(=O)C=C[C@]4(C)[C@H]3[C@@H](O)C[C@@]21C (stereo partly specified)	.	-14%	.
20	CCC(=O)Oc1ccc2c(c1)CCC1C2CC[C@]2(C)C(OC(=O)CC)CCC12 (stereo partly specified)	.	-10%	.
21	O=c1[nH]cnc2scc(-c3ccc(-c4ccccc4)cc3)c12	-21%	-1%	163%[activator]
22	CCOc1ccc(C(=O)N2CCCC2)cc1	-2%	0%	?
23	O=C(O)c1ccc(NS(=O)(=O)c2cc(C(=O)O)ccc2Br)cc1	4%	-5%	2%
24	COc1cccc(CCC(=O)Nc2cccc(S(=O)(=O)N3CCCC3)c2)c1OC	3%	.	8.3µM*
25	COc1ccc(C(=O)NCCNC(=O)c2cc(OCC(F)(F)F)ccc2OCC(F)(F)F)cc1	-5%	9%	-3%
26	CCOC(CCNC(=O)c1cc(-c2cccs2)nc2ccccc12)OCC	-13%	-1%	-8%
27	COc1ccc(/C=C(\C#N)C(=O)c2cccn2C)cc1	3%	2%	13%
28	Cn1ncc([N+](=O)[O-])c1C(=O)Nc1ccccc1Cl	-17%	16%	?
29	COc1ccc(-c2csc(N3N=C(C)C(C)C3=O)n2)cc1 (stereo unspecified)	-2%	-25%	12µM*
30	FC(F)(F)c1cc(-c2ccccc2)nc2ncnn12	-5%	1%	25%

cpd	Cycloheximide cs	Pf growth 48h	Shiga inhibitor
16	1	26%	-3
17	-5	-3%	-10
18	4	17%	-7
19	8	.	-7
20	9	.	4
21	29*	.	47
22	7	16%	14
23	-2	-8%	-9
24	.	9.3µM*	.
25	-1	4%	-4
26	-8	-9%	-3
27	-2	-16%[0.00184 µM]	-3
28	-4	47%[activator]	-27
29	15*	99%[activator]	37
30	-2	?	-1

More entries follow.
cpd	Compound	Sm TGR inh	FBPA Giardia inh	Pf growth 96h
31	Cc1cc(F)ccc1NC(=O)c1cnccn1	-15%	-9%	236%[activator]
32	CCN(CC)CCNC(=O)c1ccc(NC(=O)c2ccc(COc3ccccc3)cc2)cc1	-6%	.	?
33	COc1ccc(N2CCN(Cc3nc4sc(C)c(C)c4c(=O)[nH]3)CC2)cc1	1%	-7%	0%
34	COc1ccc(/C=N/Nc2cc(C)nc(N3CCOCC3)n2)c(OC)c1	10%	-5%	-27%
35	Cc1ccc(-n2nc3c(=O)n(CC(=O)NCc4ccccc4Cl)nc(C)c3c2C)cc1	1%	.	?
36	O=C(Nc1ccc2ccccc2n1)Nc1ccccc1F	-25%	4%	17%
37	O=C(CN1C(=O)NC2(CCCCCCC2)C1=O)NCc1ccccc1Cl	3%	.	0%
38	COc1ccc(C(=O)c2sc(Nc3ccccc3)nc2C)cc1	10%	6%	?
39	Cn1cc(C(=O)N2CCCCC2)c(=O)c2cc(S(=O)(=O)N3CCCC3)ccc21	7%	.	?
40	COc1ccc(OC)c(NC(=O)NCCc2c[nH]c3ccccc23)c1	6%	5%	-14%

cpd	Cycloheximide cs	Pf growth 48h	Shiga inhibitor
31	12	?	11
32	29*	30%[activator]	-7
33	-2	7%	15
34	-2	2%	12
35	-1	-26%	1
36	14	13%	56
37	.	-16%	.
38	7	-15%	8
39	-5	-6%	-3
40	3	?	1

Quoted at random: 2 compounds from above, in no set order.
cpd	Compound	Sm TGR inh	FBPA Giardia inh	Pf growth 96h
31	Cc1cc(F)ccc1NC(=O)c1cnccn1	-15%	-9%	236%[activator]
38	COc1ccc(C(=O)c2sc(Nc3ccccc3)nc2C)cc1	10%	6%	?

cpd	Cycloheximide cs	Pf growth 48h	Shiga inhibitor
31	12	?	11
38	7	-15%	8
